Screening data (PubChem BioAssay)
aSyn 5UTR inh: MLPCN primary screen, SNCA 5' untranslated region. actives 0.82% (n = 300,000). inhibition, % (tested at 7.5 µM). alpha-synuclein 5'UTR reporter, inhibitor activity. AID 1813, 2009; in the data active = inhibition above about 60%;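 note: H4 neuroglioblastoma cells stably carrying SNCA 5'UTR luciferase fusion; 0% = DMSO wells and 100% = positive control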
KLF5 inhibitor: KLF5 expression inhibitors, primary screen, DLD-1 cells, luminescence | DLD-1 KLF5 promoter-luciferase reporter | inhibition, % at 5 µM | actives 0.23% (n = 290,000) | AID 1700, 2009;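 active = inhibition above a per-plate limit of that plate's mean compound inhibition plus 3 SD, cut at about 60% in these data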;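 note: 0% = DMSO wells and 100% = LY294002 at 200 µM; higher means less KLF5 promoter-driven luciferase light; inactives centre near -14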
HSP90 refold inh: HSP90 inhibitors, primary screen, cell lysate, luminescence | AID 1789, 2009 | actives 0.91% (n = 290,000) | Rabbit reticulocyte lysate, luciferase refolding luminescence, 3 h | Heat shock protein HSP 90 (rabbit reticulocyte lysate; luciferase refolding) | inhibition, % at 5.6 µM;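 active = inhibition above the screen-wide mean plus 3 SD, computed separately per campaign, cut at about 16% in these data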;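 note: 0% = DMSO wells and 100% = 60 µM geldanamycin wells; inhibitors lower the luminescence because luciferase stays unfolded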
SKKanGAS inh: S. pyogenes SKKanGAS growth inhibitors in kanamycin, primary screen, streptokinase expression inhibitor project, SKKanGAS strain, BacTiter-Glo luminescence. 6 h. inhibition, % at 7.5 µM. actives 1.3% (n = 300,000). AID 1662, 2009;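 active = mean replicate score, as percent of positive control median, at least 50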;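 note: strain carries kanamycin resistance gene driven by streptokinase promoter and grows in 40 µg/ml kanamycin; loss of luminescence reflects streptokinase promoter inhibition or plain growth inhibition; 0% = median of DMSO wells and 100% = positive control at its reference dose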
HSF1 inhib: HSF1 inhibitors in luciferase reporter cells, primary screen, cell-based, NIH3T3, luminescence; activity change, negative = inhibition, % at 7.5 µM (by protocol); actives 0.77% (n = 300,000); AID 2098, 2009; NIH3T3-HGL HSE-luciferase, MG132-induced, luminescence 8 h; hits give low values;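 active = more than half of replicate wells show activity change below -50%, luminescence cut by over half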;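 note: luciferase reports HSF-1 transcriptional activity via heat shock element; 0% = median of DMSO wells and -100% = zero luminescence signal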
IEC-6 tox: cytotoxicity in IEC-6 intestinal epithelial cells, primary screen, cytotoxicity control for KLF5 inhibitor project, cell-based, luminescence; IEC-6 cytotoxicity, luminescence viability; actives 0.78% (n = 290,000); AID 1825, 2009; inhibition, % at 5 µM; in the data active = inhibition above about 22%;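 note: 0% = plate median of test compound wells and 100% = cytotoxic reference compound wells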
HIF activator: HIF pathway transcriptional activators, primary screen, cell-based, U2OS HRE-luciferase, luminescence | activation, % at 7.5 µM (by protocol) | actives 0.32% (n = 300,000) | U2OS HRE-luciferase reporter; normalized: DMSO 0%, desferrioxamine 100%;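 active = mean activation of at least 10% of the iron chelator positive control signal, with at least half of replicates also reaching 10%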
HSF-1 act: HSF-1 activators, primary screen, NIH3T3-HGL cells, MG132 stress, luminescence, single point | NIH3T3-HGL HSF-1 luciferase reporter, 8 h; 100% = twice DMSO control signal | activation, % at 9 µM | actives 1.7% (n = 300,000) | AID 504408, 2011;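 active = mean replicate activation of at least 50% with a set share of replicates each reaching 50%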;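 note: 0% = median of the neutral control wells and 100% = twice that signal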
Platelet DG rel: inhibitors of platelet dense granule secretion, primary screen, cell-based, MLPCN, human platelets. human platelet-rich plasma, SFLLRN dense granule ATP release, luminescence. inhibition, %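 (compounds screened at 7.5 µM in platelet-rich plasma)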. actives 0.22% (n = 300,000);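 active = mean replicate score, as percent of positive control, at or above 50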
AI-2 QS modul: Vibrio harveyi AI-2 quorum sensing modulators, primary screen, JMH597 strain, luminescence/OD600 ratio | Vibrio harveyi JMH597 AI-2 luminescence/OD600 ratio, 9 h; hits give low values; strain lacks LuxN and CqsS sensors; 0 = neutral-control median | activity change, % at 7.5 µM | actives 0.4% (n = 300,000); in the data active = activity change below about -75%, passing the limit was not always enough;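 note: luminescence divided by OD600 gain over 9 h not by final OD600 alone; inactives centre near 13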
Numbers without * were called inactive; x = no result given.

SMILES | aSyn 5UTR inh | KLF5 inhibitor | HSP90 refold inh | SKKanGAS inh | HSF1 inhib | IEC-6 tox | HIF activator | HSF-1 act | Platelet DG rel | AI-2 QS modul
CCOC(=O)c1cccc(NC(=O)CCc2nnc3ccc(N4CCOCC4)nn23)c1 | 3 | -12 | -3 | -2 | -4 | -2 | 0.1 | -5 | 3 | 22
CCCCNC(=O)Cn1cnc2c(cnn2-c2ccc(C)c(C)c2)c1=O | -3 | -30 | 0 | -7 | 1 | -5 | -0.4 | -1 | 12 | 12
COc1ccc2cc(CN(CCCN3CCOCC3)Cc3nnnn3C3CCCC3)c(=O)[nH]c2c1 | -13 | -40 | 9 | -10 | 0 | 5 | x | -2 | 9 | 15
O=C(N/N=C/c1cccnc1)C1CCCN(S(=O)(=O)c2ccccc2)C1 (stereo unspecified) | 22 | -37 | 0 | -1 | -3 | 4 | -0.1 | -8 | -13 | 24
O=C(NCc1ccccc1)c1cc(-c2cccs2)on1 | -95 | -46 | -6 | -6 | 10 | -7 | 3.5 | 15 | -4 | -42
CCNc1ccc(Br)cc(C(=O)/C=C/c2ccccc2Cl)c1=O | -68 | -9 | 3 | -2 | 9 | -5 | 0.1 | 9 | 1 | 30
Cc1ccc(C(=O)CSc2nnnn2Cc2ccccc2)cc1C | -2 | -26 | -2 | -4 | 0 | -5 | 0.1 | -10 | 19 | 19
O=C(CCS(=O)(=O)c1ccc(Cl)cc1)N1CCN(S(=O)(=O)c2cccs2)CC1 | 25 | -3 | -1 | -2 | -11 | -4 | 0.1 | -12 | 4 | 15
O=C1CCC(=O)N1c1ccccc1 | -11 | -4 | 4 | 6 | -10 | 8 | 0.4 | 7 | 4 | -20
O=C(C1CC(c2ccc(F)cc2)=NO1)N1CCN(Cc2ccccc2)CC1 (stereo unspecified) | -4 | -8 | -2 | -3 | 1 | -1 | 0.0 | 21 | 3 | -4
N/C(=N\OC(=O)COc1cc(Cl)c(Cl)cc1Cl)c1ccncc1 | -174 | 4 | 5 | -2 | 13 | 2 | 0.7 | 22 | -3 | 4
N#C/C(=N/Nc1ccc([N+](=O)[O-])cc1)C(=N)N1CCCCC1 | -86 | -199 | 0 | 5 | 38 | -5 | 1.8 | 42 | 5 | 14
Cc1ccc(-n2[nH]c(C)c(/C=N/Nc3ccc([N+](=O)[O-])cc3[N+](=O)[O-])c2=O)cc1 | 15 | -33 | -1 | 24 | 2 | 13 | -1.1 | 29 | -1 | 43
NC(=O)c1ccccc1NC(=O)Cc1cccs1 | -1 | -18 | 0 | -10 | 1 | 1 | -0.9 | 3 | 6 | 5
Cc1ccnc(NS(=O)(=O)c2ccc(N3C(=O)c4ccccc4C3=O)cc2)n1 | -10 | -10 | -1 | 6 | 1 | -2 | 0.0 | -2 | -13 | 16
CC1CC(C)CN(CCOc2ccccc2-c2ccccc2)C1 (stereo unspecified) | 16 | -1 | 2 | -6 | 3 | -5 | 0.1 | 2 | 21 | 21
COC(=O)C1=C(C)N(Cc2ccc(OC)cc2)C(=O)/C1=C\c1ccco1 | 15 | -31 | -2 | -1 | 23 | -4 | 0.1 | 17 | 2 | 7
CCOC(=O)C1=C(CN2CCCCCC2)NC(=O)NC1c1ccc2c(c1)OCO2 (stereo unspecified) | 24 | -1 | 0 | -2 | -3 | 0 | -0.9 | 0 | 12 | 8
CSc1nnc(C)c(=O)n1COC(=O)c1cc(Cl)ccc1[N+](=O)[O-] | -19 | 2 | -2 | 8 | x | -6 | x | x | -1 | 20
CCCCN(CCCC)C(=O)CN(C)S(=O)(=O)c1ccc2c(c1)n(C)c(=O)c(=O)n2C | -1 | -18 | 3 | -12 | 3 | -1 | -0.3 | 38 | -11 | 27
CC(C)CC(=O)Nc1nnc(SCC(=O)NC2CCCCC2)s1 | 15 | -38 | 3 | 0 | -2 | -3 | 0.0 | 2 | -3 | 23
COC(=O)C(C)n1cnc2c(nnn2-c2ccc(OC)cc2)c1=O (stereo unspecified) | 9 | -36 | -1 | 0 | 3 | 2 | 0.5 | 15 | 4 | 18
COc1ccc(CCNC(=O)CNC(=O)c2ccco2)cc1 | 19 | -21 | -6 | -5 | -3 | -2 | 0.2 | 0 | -3 | 22
C/C=C(\C)CN1CCC(n2nccc2NC(=O)CCc2ccccc2)CC1 | 6 | -24 | -1 | 3 | 3 | -4 | -0.3 | -4 | 11 | 24

One compound at a time, from the list above:
CC1CC(C)CN(CCOc2ccccc2-c2ccccc2)C1 (stereo unspecified) is listed as aSyn 5UTR inh: 16; KLF5 inhibitor: -1; HSP90 refold inh: 2; SKKanGAS inh: -6; HSF1 inhib: 3; IEC-6 tox: -5; HIF activator: 0.1; HSF-1 act: 2; Platelet DG rel: 21; AI-2 QS modul: 21
NC(=O)c1ccccc1NC(=O)Cc1cccs1 is listed as aSyn 5UTR inh: -1; KLF5 inhibitor: -18; HSP90 refold inh: 0; SKKanGAS inh: -10; HSF1 inhib: 1; IEC-6 tox: 1; HIF activator: -0.9; HSF-1 act: 3; Platelet DG rel: 6; AI-2 QS modul: 5

Going on with the list.
SMILES | aSyn 5UTR inh | KLF5 inhibitor | HSP90 refold inh | SKKanGAS inh | HSF1 inhib | IEC-6 tox | HIF activator | HSF-1 act | Platelet DG rel | AI-2 QS modul
Cc1ncc([N+](=O)[O-])n1Cc1cccc(F)c1 | 14 | -13 | 0 | 0 | 6 | 9 | -0.1 | 0 | 4 | 21
O=C(NCc1ccccc1)C1CCCN1C(=O)Nc1ccccc1[N+](=O)[O-] (stereo unspecified) | 8 | -30 | -6 | 2 | -4 | 1 | -0.7 | -13 | -3 | 15
Cc1cccc(C)c1OCC(O)CNC(C)(C)C (stereo unspecified) | 2 | -2 | -2 | -2 | -3 | 6 | 0.2 | -5 | 4 | 25
CC(=O)c1ccc(N2CCN(C(=O)CCN3C(=S)NC(C)(C)CC3C)CC2)cc1 (stereo unspecified) | -7 | -25 | -1 | -3 | -6 | 0 | 1.2 | 0 | -6 | x
C=CCCCCCCCCC(=O)N1CCN(c2cc3c(cc2F)c(=O)c(C(=O)O)cn3CC)CC1 | 2 | -2 | -2 | 7 | 3 | -14 | -2.5 | -3 | -12 | 10
CCOc1ccccc1N1C(=O)c2ccc(C(=O)O)cc2C1=O | -22 | 1 | 4 | -6 | -4 | 0 | -0.1 | 2 | -4 | 19
CN(C)C(CNC(=O)CCS(=O)(=O)c1ccccc1)c1ccccc1 (stereo unspecified) | -4 | -15 | 4 | -2 | 3 | 1 | 0.5 | -11 | -3 | 19
COCCCNC(=O)c1cc2c(=O)n3cccc(C)c3nc2s1 | -27 | -31 | -2 | -2 | 3 | 2 | 0.0 | 8 | 5 | 19
COc1ccc(-c2ccc(OC)cc2)cc1 | -120 | -77 | -2 | 8 | 13 | 2 | -1.8 | 29 | 1 | 15
CC(C(=O)NCc1ccccc1)N(Cc1ccccc1Cl)C(=O)c1snc(C(N)=O)c1N (stereo unspecified) | 13 | -17 | 3 | -1 | -3 | -3 | 1.0 | -2 | 2 | x
Cc1cc(N)n2nc(-c3ccccc3)cc2n1 | 37 | -58 | 3 | 11 | 27 | 17 | 1.0 | 48 | 35 | 39
O=C(/C=C/Nc1ccccc1)c1ccc(Oc2ncccn2)cc1 | -244 | -66 | 1 | 2 | 18 | 2 | 2.6 | 30 | 14 | 0
CC(C)(C)OC(=O)N1CCC(CC2CC(c3ccc(Cl)cc3)=NO2)(C(=O)NCC2CCCCC2)CC1 (stereo unspecified) | -12 | 0 | 2 | 23 | 1 | 5 | 1.6 | 25 | -1 | 24
CC(C)NC(=O)CC1OC(=O)c2ccccc21 (stereo unspecified) | 4 | -19 | 6 | -5 | -4 | -2 | -0.7 | -14 | 3 | 8
Cc1nccc2oc(=O)c(NC(=O)c3ccc(Cl)cc3)cc12 | -9 | -39 | -2 | 10 | 12 | 2 | 0.1 | -5 | -6 | 11
CC(C)OC(=O)[C@H]1[C@H](c2ccc(Cl)cc2)[C@@](C#N)(C(N)=O)[C@@H]2C=CC(C(N)=O)=CN21 | 9 | -29 | 0 | -7 | 2 | 4 | -0.1 | 18 | -3 | 16
CC(C)(C)C(=O)Nc1nc(=S)ss1 | 3 | 3 | 7 | 14 | -4 | 4 | 0.0 | 14 | 4 | 17
COc1cc(NC(=O)CSc2nnc3n2C(C)(C)Cc2ccccc2-3)cc(OC)c1 | 26 | -18 | 2 | 6 | -1 | 3 | -0.3 | -6 | 3 | 17
Nc1nc(SCC(=O)N2CCN(S(=O)(=O)c3ccc(Cl)cc3)CC2)n[nH]1 | -8 | 3 | -1 | -9 | -7 | -2 | -0.4 | -2 | -14 | 6
COc1cccc(CN2CC(C(=O)NCc3cccc(N4CCCC4)c3)CCC2=O)c1 (stereo unspecified) | 0 | -44 | -2 | 5 | 3 | -2 | 0.5 | 2 | 18 | x
O=C(Nc1nc(-c2ccc(S(=O)(=O)N3CCCCCC3)cc2)cs1)c1ccccc1 | 0 | -35 | -3 | -7 | -1 | 4 | 0.1 | -13 | -6 | 43
CSc1ccccc1NC(=O)CN(C)C(=O)Cc1c(F)cccc1Cl | 20 | -18 | -4 | 0 | -2 | -1 | -0.3 | 12 | 1 | 63
CCn1c(SCC(=O)Nc2cc(C)on2)nc2c1c(=O)n(C)c(=O)n2C | -12 | -7 | 3 | -11 | -5 | 3 | -0.2 | -1 | -7 | 11
O=C(/C=C/Nc1ccccc1C(=O)O)c1cccs1 | -72 | -12 | 0 | 4 | 2 | 8 | 0.5 | -18 | 4 | 21
O=c1[nH]c(N2CCN(Cc3ccccc3)CC2)nc2c1CCC2 | 2 | -49 | -2 | -10 | 13 | 6 | -0.2 | 34 | -9 | 19
COc1ccc(C)cc1NC(=O)C1C2C=CC(C2)C1C(=O)O (stereo unspecified) | -18 | -38 | 1 | -2 | -9 | -5 | -0.9 | -9 | -2 | 8
Cc1ccc(-c2nc3ncccc3o2)cc1NC(=O)c1cc2ccccc2o1 | -5 | -11 | -2 | -5 | 7 | -4 | 0.9 | 1 | 14 | 9
Cc1cccc(C)c1NC(=O)CN(C)C(=O)c1cc(S(=O)(=O)N(C)C)ccc1N1CCCC1 | -11 | x | x | -1 | -1 | x | 0.4 | -14 | -1 | 21
CC1CC(=O)N(CC(=O)NCc2ccc(F)cc2)c2ccccc2S1(=O)=O (stereo unspecified) | -5 | -16 | -2 | 4 | -10 | 2 | 0.5 | -13 | -6 | 13
CCn1c(CCNC(=O)c2ccc(Cl)cc2Cl)n[nH]c1=S | 21 | -1 | 2 | -1 | 1 | 4 | 1.4 | 12 | -2 | 14
CC1(C(=O)N(CC(=O)NC2CCCC2)Cc2ccc(Cl)cc2)CC(=O)N=C2C=CC=CN21 (stereo unspecified) | 14 | -26 | -3 | 0 | -5 | -4 | 0.2 | -3 | 0 | 4
Cc1cc(/C=C(\C#N)C(=O)O)c(C)n1CC1CCCO1 (stereo unspecified) | 19 | -16 | 5 | -3 | -1 | 0 | -0.1 | -2 | 5 | 13

This is a random part of the collection; overall some 6% were active at least once.
